# Screening data: PubChem BioAssay, Sanford-Burnham Center for Chemical Genomics
# Rat MKP-3 inhibitors: MKP-3 phosphatase inhibitors, primary screen, biochemical, rat enzyme, in vitro (AID 425); one-dose inhibition, % at 20 µM; IC50 in µM for titrated hits; recombinant MKP-3 phosphatase activity, fluorescence; higher % means a stronger effect; 0.17% of 110,000 active; in the data active = inhibition above about 50%;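 note: plate controls were vehicle for no effect and reference inhibitor for full effect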
# Hsp70 inhibitors: Hsp70 inhibitors, probe displacement, primary screen, biochemical, fluorescence polarization (AID 583). displacement, % at 20 µM, or IC50 in µM where a hit was titrated. 0.06% of 140,000 active. Hsp70 fluorescence polarization probe displacement, mP; higher % means a stronger effect; in the data active = displacement above about 50%;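 note: plate controls were vehicle for no effect and reference ligand for full effect; a part of the inactive calls stands beside numbers as strong as those of hits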
# The depositor's hits bear a star; . = no result given; & = joins results of further samples. A portion of the library (hit frequency here may not be typical).
no.	mol	Rat MKP-3 inhibitors	Hsp70 inhibitors
1	COc1ccc(NC(=O)CN(c2cccc([N+](=O)[O-])c2)S(=O)(=O)c2ccccc2)c(OC)c1	-2.5%	-2.3%
2	Cc1nc2sc3c(NCc4ccco4)ncnc3c2c2c1COC(C)(C)C2	-2.1%	4.8%
3	Cc1cc(C)c2c(CN3CCN(CCO)CC3)cc(=O)oc2c1	-4.6%	-0.6%
4	CCOCCCn1cnc2c(c1=O)c1nc3ccccc3nc1n2-c1ccccc1	-11.8%	-0.2%
5	COC(=O)c1cccc(NC(=O)COc2ccc(Cl)cc2)c1	1.3%	0.2%
6	Cc1ccc2c(c1)OC(=O)CC2c1ccccc1 (stereo not drawn)	.	0.1%
7	C=CCC(Nc1ccccc1)C12C=CC(O1)C(C(=O)OC)=C2C(=O)OC (stereo not drawn)	-2.0%	4.1%&-4.0%
8	O=C(Nc1cccc(NC(=O)c2ccc(Br)o2)n1)c1ccc(Br)o1	2.0%	.
9	CCC1CCCCN1Cc1nc2c(c(=O)n(C)c(=O)n2C)n1CCC(C)C (stereo not drawn)	1.2%	2.9%
10	Cc1cc(C(=O)NCCCN2CCCC2=O)no1	-5.1%	-1.0%
11	O=C(O)c1cc(NC(=O)c2ccc3c(c2)C(=O)N(N2C(=O)c4ccccc4C2=O)C3=O)cc(C(=O)O)c1	-2.2%	2.8%
12	CCCCn1c(/N=C/c2ccc(N(C)C)cc2)nc2ccccc21	.	-49.9%
13	CCCC(=O)Nc1ccc(-c2nc3cc(C)ccc3o2)cc1	-10.3%	2.9%
14	CC(=O)N1CCn2c3ccc(C)cc3c3cccc1c32	.	0.1%
15	O=C(Nc1ccncc1)c1cn(-c2ccccc2)nc1-c1cccs1	.	-0.1%
16	CCCOc1cccc(C(=O)Nc2ccc(Cl)cn2)c1	-1.5%	0.1%
17	CCc1cc(=O)oc2c(CN3CCCC3)c(O)c(Cl)cc12	-7.0%	2.4%
18	Cc1sc2nc(SCC(=O)NCc3ccco3)n(-c3ccccc3)c(=O)c2c1C	-12.1%	2.9%
19	O=C(N/N=C\c1cn[nH]c1-c1ccccc1)c1cccnc1	.	5.8%
20	Cn1c(=O)cc2c3c(c(N)ccc31)C(=O)c1ccccc1-2	-3.5%	133.6%

# Numbers 12–14, quoted:
no.	mol	Rat MKP-3 inhibitors	Hsp70 inhibitors
12	CCCCn1c(/N=C/c2ccc(N(C)C)cc2)nc2ccccc21	.	-49.9%
13	CCCC(=O)Nc1ccc(-c2nc3cc(C)ccc3o2)cc1	-10.3%	2.9%
14	CC(=O)N1CCn2c3ccc(C)cc3c3cccc1c32	.	0.1%

# Remaining list, next part.
no.	mol	Rat MKP-3 inhibitors	Hsp70 inhibitors
21	CCOC(=O)CSc1nnc(CNc2ccc(Cl)cc2)n1Cc1ccccc1	.	-0.8%
22	CNC(=O)/C(=C\c1ccc(Cl)cc1)NC(=O)c1ccccc1	3.0%	-0.3%
23	CCc1ccccc1NC(=O)N[C@@H](C)C(=O)OC	-1.8%	-6.2%
24	O=C1CCC(=O)N1OCCCOc1ccc(Br)cc1Cl	4.7%	0.8%
25	CC1(C)N=C(N)NC(Nc2cccc(Br)c2)=N1	.	1.7%
26	Cc1occc1C(=O)N/N=C/c1cnn(C)c1C	.	-3.5%
27	CC(=O)Nc1ccc(NC(=O)N2CCCCC2)cc1	1.0%	4.9%
28	CCOC(=O)c1ccc(N/C=C2\CCCCC2=O)cc1	.	-5.9%
29	CCOc1ccc(N(CC(=O)Nc2cc(C)ccc2C)S(=O)(=O)c2ccc(SC)cc2)cc1	-3.2%	0.4%
30	CCc1cc2c(SCC(=O)O)ncnc2s1	2.8%	2.2%
31	Cc1cccc(-n2c(CNC(=O)c3ccccc3)nnc2SCC(=O)Nc2nccs2)c1	-16.2%	-0.4%
32	COCCOCCn1cnc2ccccc21	.	-2.5%
33	COc1cc(OC)cc(C(=O)Nc2cc(C34CC5CC(CC(C5)C3)C4)ccc2C)c1	3.6%	-6.9%
34	Cc1cccc(Nc2cc(=O)[nH]c(=O)[nH]2)c1	0.4%	-0.3%
35	Cn1c(=O)c2c(nc(NCCNC(=O)c3ccco3)n2Cc2ccc(Cl)cc2Cl)n(C)c1=O	-5.4%	6.4%
36	CCn1c(=O)n(-c2ccc(Cl)cc2)c(=O)c2c3c(sc21)COC(C)(C)C3	.	5.6%
37	CCCCc1nnc(SCCSc2nnc(CCCC)n2N)n1N	-7.9%	-2.5%
38	Cc1ccc(NC(=O)Cn2c(O)c(N=NC(=O)c3cc([N+](=O)[O-])ccc3O)c3ccccc32)cc1	31µM*	.
39	Cc1cc(C)n(CCc2nc(-c3ccco3)cs2)n1	.	-1.4%
40	O=C(N/N=C/c1ccc(Cl)cc1Cl)c1c[nH]c2ccccc12	0.1%	0.4%
41	Cc1ccc(/C=C/C(=O)N2CCN(c3ccc([N+](=O)[O-])cc3)CC2)o1	2.0%	6.3%
42	O=C(Nc1ccc(-c2nc3cc(Cl)ccc3o2)cc1)C1CCCO1 (stereo not drawn)	.	-0.4%
43	COC(=O)Cn1c(CN2CCOCC2)nc2c1c(=O)n(C)c(=O)n2C	-5.7%	.
44	O=C(NCC12CC3CC(C1)CC(CNC(=O)N1CCCC1)(C3)C2)N1CCCC1	0.6%	-2.3%
45	CCN1CCN(C2CCN(C(C)=O)CC2)CC1	4.5%	-4.3%
46	CC(=O)NCCc1ccc(S(=O)(=O)NC2OC(=O)c3ccccc32)cc1 (stereo not drawn)	-0.5%	-0.9%
47	CCOc1ccc(-c2nc(C#N)c(NCC3CCCO3)o2)cc1 (stereo not drawn)	.	-5.0%
48	Cc1c(NCc2cc(Cl)ccc2O)c(=O)n(-c2ccccc2)n1C	.	0.0%
49	O=C1C(=O)N(CCCN2CCOCC2)C(c2cccs2)/C1=C(/O)c1ccc2c(c1)OCO2 (stereo not drawn)	2.1%	0.6%
50	COC(=O)c1ccccc1NC(=O)C1CC(=O)N(c2ccc(F)cc2)C1 (stereo not drawn)	1.1%	3.3%
51	CC(=O)Nc1ccc(S(=O)(=O)N2CCCN(S(=O)(=O)c3ccc(C)cc3)CC2)cc1	0.5%	-6.4%
52	COc1ccc(C/C(O)=C(\C#N)c2nc3ccccc3[nH]2)cc1	9.1%	-7.3%
53	COc1ccccc1NC(=O)c1ccc(CN(c2ccc(C)c(C)c2)S(C)(=O)=O)cc1	1.4%	2.0%
54	CCOC(=O)C1CCN(C(=O)Cc2c(C(=O)O)n(CC)c3ccccc23)CC1	-1.2%	-3.1%
55	N#Cc1ccsc1NC(=O)CN1CCN(c2ccccn2)CC1	.	-2.1%
56	CCOC(=O)C1=C(C)OC(N)=C(C#N)C1c1ccc(O)c(OC)c1 (stereo not drawn)	.	-2.1%
57	O=Cc1ccccc1OCc1ccc(I)cc1	7.8%	-2.4%
58	O=C(Nc1ccccc1F)c1ccco1	-1.6%	-1.4%&6.8%
59	CSc1nnc(-c2ccco2)n1-c1ccccc1	-4.2%&0.5%	-2.1%&-2.8%
60	CCCNS(=O)(=O)c1ccc2c(c1)CCCN2C(C)=O	-3.1%	4.8%
61	CCc1ccc(C2C(C#N)=C(N)C(C#N)(C#N)C3=CCC(C(C)(C)C)CC32)cc1 (stereo not drawn)	.	-3.1%
62	Cc1cccc(C(=O)Oc2ccc(/C=C3/SC(=S)N(c4ccccc4)C3=O)cc2)c1	2.5%	4.4%
63	CC(=O)c1cc2c(=O)c3ccccc3oc2nc1C	11.2%	-1.8%
64	CS(=O)(=O)N(CC(=O)Nc1ccccc1Cl)c1ccc(Cl)cc1	-2.4%	2.0%
65	CN(C)S(=O)(=O)c1ccc(S(=O)(=O)N2CCCC2)cc1	.	3.1%
66	Cc1ccc(C(=O)NNC(=O)c2ccc(SCC3CCCO3)c([N+](=O)[O-])c2)cc1 (stereo not drawn)	.	-1.4%
67	COc1ccc(CN2C(=O)c3cccnc3C2Nc2ccc(C)cc2)cc1 (stereo not drawn)	.	-1.0%
68	CCc1nc2c(cnn2-c2ccc(Cl)cc2)c(=O)n1-c1ccc2c(c1)OCCO2	-8.0%	5.1%
69	Cc1ccc(C(C)C)c(OCC(O)CN2CC(C)OC(C)C2)c1 (stereo not drawn)	-6.7%	2.8%
70	Cc1cccc(-n2cnc(C(=O)N/N=C\c3ccc(Br)cc3)c2)n1	.	11.5%
71	CC1(C)Cc2c(sc(NC(=O)c3ccco3)c2C#N)CO1	-5.1%	0.9%
72	CCCCOC(=O)c1ccc(NC(=O)c2cnccn2)cc1	-1.1%	3.5%
73	Cc1ccc(C)c(C(=O)CSc2n[nH]c(-c3ccccc3)n2)c1	-1.3%	2.6%
74	CCOC(=O)c1c(C)[nH]c(N=Nc2ccccc2C)c1C	0.6%	3.2%&-5.8%
75	COc1cc2c(cc1NC(=O)c1c(-c3c(Cl)cccc3Cl)noc1C)oc1ccccc12	4.5%	-12.1%
76	CC(C)NC(=O)CN1CCC(O)(c2ccccc2)CC1	5.0%	-0.3%
77	COc1cc(C(=O)N/C(N)=N/c2nc3ccccc3o2)cc(OC)c1OC	1.1%	-8.0%
78	CCCCn1c(=O)n(C)c(=O)c2c(C(F)(F)F)cc(-c3ccncc3)nc21	-5.3%	-0.9%
79	Cc1ccc(C)c(CN2C(=O)C3(OCCCO3)c3ccccc32)c1	-0.3%	0.5%
80	O=C(NC(=S)Nc1ccc2oc(-c3cc(I)ccc3Cl)nc2c1)c1ccco1	2.1%	2.0%

# Going on with the list:
no.	mol	Rat MKP-3 inhibitors	Hsp70 inhibitors
81	CCN(CC)c1ccc(NC(=O)c2cnc3ccccn3c2=O)c(C)c1	9.0%	6.4%
82	CCOc1ccc2nc(SC)nc(C)c2c1	3.5%	0.4%
83	CCN(CC)c1ccc(/C=C2\SC(=S)NC2=O)c(OC)c1	0.6%	-17.2%
84	COc1cc(C(=O)N2c3ccccc3-c3c(ssc3=S)C2(C)C)cc(OC)c1OC	2.6%	-5.3%
85	COCCN(CCOC)S(=O)(=O)c1ccc(C(=O)Nc2nc(-c3ccncc3)cs2)cc1	-4.3%	4.0%
86	N#Cc1nc(-c2ccc(OCc3ccccc3)cc2)oc1NCCCn1ccnc1	-1.5%	0.4%
87	CCOc1cccc(OCCOCCN2CCCC2)c1	2.8%	4.5%
88	CCOC(=O)c1c(NC(=O)c2ccoc2C)sc(C)c1C	.	8.6%
89	O=C(CCNc1ccc(Cl)c(C(F)(F)F)c1)c1ccco1	0.2%&-0.6%	-1.4%&1.6%
90	CN(C)c1nc(N)nc(-c2cccnc2)n1	-3.2%	-0.8%
91	CCOC(=O)NC(=O)CSc1ccccn1	-7.7%	1.0%
92	COc1cccc(NC(=O)c2ocnc2C)c1	-11.9%	2.7%
93	COc1ccc(NC(=O)C(=O)N/N=C/c2cccc(OC)c2O)cc1	-0.7%	7.2%
94	Cc1ccc2nsnc2c1S(=O)(=O)N1CCN(C(=O)C2CCCO2)CC1 (stereo not drawn)	-2.3%	0.5%
95	CC1(C)CC(=O)C2=C(C1)OC(N)=C(C#N)C2c1ccccc1OC(=O)N1CCOCC1 (stereo not drawn)	6.4%	-3.7%
96	CCOC(=O)CSc1nc2ccc(NC(=O)CSc3nnnn3Cc3ccccc3)cc2s1	.	-10.0%
97	Cc1c(OC(C)C(=O)O)ccc2c(-c3ccccc3)cc(=O)oc12 (stereo not drawn)	2.9%	-3.4%
98	Cc1ccc(C(O)c2nccn2C)o1 (stereo not drawn)	1.6%	-5.5%
99	O=C(O)CSCC(=O)Nc1cc(C(F)(F)F)ccc1Cl	-1.4%	0.4%
100	COC(=O)c1ccc(/C=C2\SC(=S)N(c3cccc(C(F)(F)F)c3)C2=O)cc1	1.3%	0.9%
101	Cc1cccc(NC(=O)CN(C)S(=O)(=O)c2ccc(Br)cc2)n1	.	-0.2%
102	O=C(O)CCCCCC1CCNC(=O)N1 (stereo not drawn)	3.0%	-0.6%
103	C=CCn1c(=O)c2ccccc2n2c(SCC(=O)NCCc3ccccc3)nnc12	.	8.4%
104	C/C(=N\N=C1\NC(=O)C(CC(=O)Nc2ccc(Cl)cc2Cl)S1)c1ccc(Cl)cc1 (stereo not drawn)	2.2%	-1.6%
105	CC(C)OC(=O)C(C#N)c1nc2ccccc2nc1N1CCN(Cc2ccc3c(c2)OCO3)CC1 (stereo not drawn)	-3.5%	47.7%
106	Cc1ccc(C(=O)NCCCCNC(=O)c2ccc(C)o2)o1	-17.8%	-1.1%
107	O=C(CCn1c(=O)[nH]c2ccccc2c1=O)NCCCN1CCN(c2cccc(Cl)c2)CC1	5.4%	-2.0%
108	OC(c1ccccc1)(c1ccccc1)c1ccnn1-c1ccccc1	5.5%	3.6%
109	CCOC(=O)c1c(CN2CCOCC2)n(-c2ccccc2)c2cc(Br)c(OC)cc12	.	7.1%
110	CCOC(=O)Cc1csc(NC(=O)CSc2nc(N)c3c(C)c(C)sc3n2)n1	.	-0.1%
111	CC(C)c1nc2ccccc2n1CCC(=O)O	.	3.9%
112	O=C(O)c1nc2ccccc2nc1C(=O)O	1.6%	4.6%
113	COc1cc(Nc2nnc(C)s2)c(Cl)cc1Cl	.	-1.7%
114	CC1(C)C(c2ccccc2)=NC(c2ccc(F)cc2)N1O (stereo not drawn)	1.7%&-3.3%	1.9%&1.4%
115	COc1cc2c(cc1OC)CN(C(=O)c1ccccc1C(=O)O)CC2	-5.0%	3.1%
116	OC(CN1C2=NCCCN2c2ccccc21)c1ccc(Br)cc1 (stereo not drawn)	.	3.6%
117	COc1cccc(C(c2nnnn2CS(=O)(=O)c2ccc(C)cc2)N2CCN(C)CC2)c1OC (stereo not drawn)	-21.5%	-0.9%
118	Clc1cccc(-c2nnc(-c3ccccc3)o2)c1	.	1.6%
119	O=C(Nc1cccc(Br)c1)c1ccn[nH]1	1.5%	-1.2%
